dFosB act = mouse delta FosB homodimer activation. P13346. purified delta FosB, TAMRA-CDK5 oligo fluorescence polarization; percent of positive-control signal above neutral wells. activation, % at 25 µM. hit rate 0.99% among 340,000;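 active = mean activation above about 17%, with every replicate also reaching it, limit read from the data, passing the limit was not always enough; inconclusive = only one of the two conditions met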;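 also: fluorescence polarization rise as delta FosB binds a TAMRA Cdk5 AP-1 oligo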
Target sequence (P13346 whole entry, looked up): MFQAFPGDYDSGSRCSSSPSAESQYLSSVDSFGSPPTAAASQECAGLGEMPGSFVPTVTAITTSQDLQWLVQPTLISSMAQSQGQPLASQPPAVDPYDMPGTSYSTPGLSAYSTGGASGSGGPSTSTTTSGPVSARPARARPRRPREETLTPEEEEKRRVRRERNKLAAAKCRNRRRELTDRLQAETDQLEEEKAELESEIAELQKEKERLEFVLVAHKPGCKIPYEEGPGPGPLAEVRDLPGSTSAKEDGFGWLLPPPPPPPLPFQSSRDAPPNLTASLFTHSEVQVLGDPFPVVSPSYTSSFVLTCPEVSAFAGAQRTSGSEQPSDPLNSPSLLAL
SR-BI HDL uptake = blocks mouse SR-BI lipid uptake from DiI-HDL. Q61009. ldlA[mSR-BI] CHO cells, DiI-HDL uptake fluorescence, 3 h. inhibition, % at 12.5 µM. hit rate 0.96% among 320,000;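 active = mean replicate inhibition of at least 70% and a set share of replicates each scoring 70 or more; inconclusive = meets just one of the two criteria; inactive = fails both criteria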;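 also: 0% = median of neutral control wells and 100% = median of positive control wells; values of inactives mirror those of a sister screen read the other way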
CDK5 p35 inh = blocks human CDK5/p35 kinase activity; Q00535+Q15078; Recombinant CDK5/p35, ADP-Glo luminescence, 60 min; inhibition, % at 10 µM; hit rate 0.01% among 330,000; AID 488839;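 active = highest replicate inhibition of at least 50% and at least 75% of replicates reaching 50%; inconclusive = only one of the two criteria met; inactive = both criteria failed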;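 also: plate controls were DMSO neutral control for no effect and GW8510 at 10 µM for full effect; many of its hits are not listed in these tables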
cardiac RTF act = increases calcium sensitivity of human cardiac regulated thin filaments; P19429+P45379; IANBD-labeled TnC RTF fluorescence at EC20 calcium; 0% EC20 calcium, 100% full calcium; activation, % at 7.2 µM; hit rate 0.24% among 340,000; AID 493008;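 active = activation above the mean over all tested compounds plus 3 SD, cut at about 30% in these data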;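 also: rise in fluorescence read as greater calcium sensitivity of cardiac thin filaments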
MITF act = MITF TRPM1 promoter activation in melanoma cells. hit rate 0.75% among 300,000. activation, % at 12.5 µM. SK-MEL-5 TRPM1-promoter luciferase, 24 h; % of positive control, neutral wells = 0;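 active = mean activation of at least 80% with every replicate also reaching 80%; inconclusive = mean reaches 80% but some replicate falls short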;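 also: 0% = neutral control wells and 100% = parthenolide positive control wells; values of inactives mirror those of a sister screen read the other way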
PvdQ inh = P. aeruginosa PvdQ acylase inhibition; hit rate 0.063% among 340,000; inhibition, % at 10 µM; purified PvdQ acylase, fluorescence plate reader; AID 488965; in the data active = inhibition above about 30%, passing the limit was not always enough; inconclusive = no clear call, values can overlap the other calls;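 also: 0% = vehicle neutral wells and 100% = reference inhibitor wells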
SR-BI DiI-HDL act = activators of SR-BI mediated HDL lipid uptake; CHO ldlA[mSR-BI] cells, DiI-HDL uptake fluorescence, 3 h; 100 = double the neutral-control signal; activation, % at 12.5 µM; hit rate 0.096% among 320,000; AID 504775;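 active = mean replicate activation of at least 60% and every replicate at or above 60%; inconclusive = mean or all-replicate condition met, but not both; inactive = mean below 60% and not all replicates reaching 60%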;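 also: 0% = median plate neutral-control signal and 100% = twice that signal; values of inactives mirror those of a sister screen read the other way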
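Material: SR-BI-overexpressing, LDLR-lacking CHO cells; schedule: compound exposure 3 h, 37 °C; reagent: DiI-labelled HDL at 10 µg/mL final; technique: bottom-read fluorescence, 550/595 nm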
Wnt bcat act = activates Wnt/beta-catenin signaling in a reporter cell assay; activator, plate reader; hit rate 1.2% among 300,000; activation, % at 9.35 µM; in the data active = activation above about 30%, passing the limit was not always enough; inconclusive = no clear call, values can overlap the other calls;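 also: 0% = neutral control wells and 100% = positive control wells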
HTR5A ag ctr = activates human HTR5A in OPRM1-OPRD1 agonist counter-screen; HTR5A agonist assay, luminescence, cell-based; activation, % at 9.3 µM; P47898; hit rate 0.61% among 340,000; in the data active = activation mostly above about 9.5%, no sharp cut-off; inactive = mostly below about 7.6%;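 also: 0% = cells with vehicle only and 100% = reference agonist; strong numbers were not always called active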
Target sequence (P47898 whole entry, looked up): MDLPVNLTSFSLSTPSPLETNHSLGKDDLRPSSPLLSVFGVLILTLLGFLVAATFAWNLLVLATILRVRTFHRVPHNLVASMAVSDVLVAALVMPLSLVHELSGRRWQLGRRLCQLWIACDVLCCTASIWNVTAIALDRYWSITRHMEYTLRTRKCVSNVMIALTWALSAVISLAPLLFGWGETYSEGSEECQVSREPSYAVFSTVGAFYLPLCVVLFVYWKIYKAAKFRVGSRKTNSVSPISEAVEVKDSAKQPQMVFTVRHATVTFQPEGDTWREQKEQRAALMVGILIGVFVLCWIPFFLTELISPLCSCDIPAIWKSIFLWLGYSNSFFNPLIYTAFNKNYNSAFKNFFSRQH
Rtt109 HAT inh = blocks Candida albicans Rtt109/Vps75 acetyltransferase activity; Q5AAJ8; purified Rtt109/Vps75, ThioGlo CoA-SH fluorescence, 4 h; inhibition, % at 34.9 µM; hit rate 0.16% among 330,000; AID 540336;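 active = inhibition of at least 50% in every replicate; inconclusive = best replicate reaches 50% inhibition but some replicates fall short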
Target sequence (Q5AAJ8 whole entry, looked up): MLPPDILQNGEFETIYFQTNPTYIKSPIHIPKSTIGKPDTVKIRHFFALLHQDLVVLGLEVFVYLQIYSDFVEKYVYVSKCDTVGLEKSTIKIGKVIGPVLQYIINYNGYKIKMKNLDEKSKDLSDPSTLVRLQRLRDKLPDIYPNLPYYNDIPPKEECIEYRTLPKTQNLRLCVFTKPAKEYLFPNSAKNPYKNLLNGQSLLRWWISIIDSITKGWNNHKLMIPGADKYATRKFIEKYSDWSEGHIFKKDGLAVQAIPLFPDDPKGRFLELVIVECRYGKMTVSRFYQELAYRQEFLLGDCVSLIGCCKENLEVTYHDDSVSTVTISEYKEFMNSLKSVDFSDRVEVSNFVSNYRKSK
An asterisk follows results filed as active; ? = inconclusive; · = no result given.

Sequence of screens: dFosB act	SR-BI HDL uptake	CDK5 p35 inh	cardiac RTF act	MITF act	PvdQ inh	SR-BI DiI-HDL act	Wnt bcat act	HTR5A ag ctr	Rtt109 HAT inh
> Cc1cc(C(C)(C)C)cc(C)c1S(=O)(=O)N1CC(=O)Nc2ccccc21
→ -9	-11	1.6	2	2	11	11	-4	1	0
> CC(=O)Nc1nnc(SCc2ccccc2F)s1
→ 0	-1	-0.2	0	·	-13	1	24	6	-1
> CCOC(=O)c1c(C)n(C)c2ccc(OCC(O)Cn3nc(C)c(Br)c3C)cc12 (configuration not stated)
→ -4	53	-0.8	3	·	-3	-53	-7	1	-3
> Nc1nonc1-c1nc2ccccc2n1Cc1ccc(Cl)cc1
→ 7	7	2.4	-9	2	7	-7	·	3	-5
> CCN(CCn1cccn1)C(=O)CC1C(=O)NCCN1Cc1cccc(OC)c1OC (configuration not stated)
→ 5	-26	-1.3	-3	-7	-12	26	-8	0	-8
> O=C(Nc1ccc(O)cc1)c1ccc(C(=O)c2ccccc2)o1
→ 2	-16	-0.9	2	·	3	16	·	-3	-3
> CCC(=O)N1CCc2cc(Br)c(S(=O)(=O)CCC(=O)NCCOC)cc21
→ -1	-51	2.8	2	10	-4	51	-5	-1	-1
> CCC(C)(C)c1ccc(OCC(=O)N(C)C)c(C(C)(C)CC)c1
→ -8	10	0.7	·	3	4	-10	-12	·	21
> CCN(CC)c1ccc(-n2c(C)c(C(C)=O)c(C(C)=O)c2C)cc1
→ -3	40	1.9	4	·	-13	-40	·	4	-2
> C=CC[C@H](CC(=O)N(CCO)Cc1ccccc1)C(=O)N[C@H](COC(=O)[C@@H](CC=C)CC(=O)OC(C)(C)C)Cc1ccccc1
→ -14	29	-5.2	-6	2	-9	-29	3	-2	9
> CCCc1ccc(OCCNC(=O)C2CCCCC2)cc1
→ -1	-42	-3.1	0	7	-1	42	3	3	-3
> Fc1ccc(NC(=S)NCc2ccccn2)cc1
→ 3	-1	1.9	2	4	-3	1	·	-1	0
> CCOc1ccc(-c2nnc3sc(COc4ccc(Cl)cc4)nn23)cc1
→ -9	-21	-1.0	1	-4	-7	21	-2	1	5
> NCCSC1CC(=O)N(c2ccc(F)cc2)C1=O (configuration not stated)
→ 5	-19	0.7	3	·	-22	19	0	1	-3
> COc1ccc(N2CCN(c3ccc(N4C(=O)COCC4=O)cc3[N+](=O)[O-])CC2)cc1
→ 2	50	0.2	1	-27	13	-50	-6	0	2
> CC[C@]12c3[nH]c4ccc(OC)cc4c3CCN1C(=O)C(CC(=O)NC/C=C(\C)CCC=C(C)C)C[C@@H]2C(=O)N1CCN(C(=O)C2CC2)CC1 (some centres not stated)
→ -6	44	5.6	0	3	12	-44	-8	0	4
> Cc1cccc(CN2C(=O)N/C(=C/c3cc(C)n(-c4ccccn4)c3C)C2=O)c1
→ 5	·	-0.8	-8	19	9	·	·	-2	13
> Cc1cc2cc(CCNC(=O)c3ccc(S(=O)(=O)N4CCOCC4)cc3)c(=O)[nH]c2cc1C
→ -4	8	0.9	-3	-13	1	-8	·	3	31
> Nn1c(SCC(=O)Nc2c(F)cc(F)cc2Br)nnc1C1CCCCC1
→ -5	-11	2.1	6	12	-11	11	1	1	-8
> CCCOc1ccc(CCC(=O)N/N=C/c2ccncc2)cc1
→ -8	·	-0.5	-1	4	-24	·	2	6	1
> COc1ccc(-c2c(-c3ccc(S(C)(=O)=O)cc3)sc3ccc(OC)cc23)cc1
→ 2	69	-0.5	8	-9	-8	-69	-1	5	7
> COc1ccc(NC(=S)N(CCCN2CCCCC2)Cc2cccs2)cc1
→ -7	-7	-0.4	0	-10	-8	7	-1	-3	6
> Cc1ccc(-c2nnc(NCc3ccccc3)c3ccccc23)cc1
→ -7	38	-0.9	-1	-14	-9	-38	3	0	-6
> Cc1cc(C(=O)OCC(=O)Nc2ccc(S(N)(=O)=O)cc2)c2ccccc2n1
→ -11	14	1.1	-4	-8	7	-14	-2	-1	7
> O=C(Cc1cccc(NC(=O)C2CCCN(C(=O)C3CCC3)C2)c1)Nc1cccc(C(=O)N2CCOCC2)c1 (configuration not stated)
→ -5	-4	-1.8	4	3	-12	4	-3	-2	-4
> Cc1ccccc1N/C(SCc1cccc(Br)c1)=C(/C#N)C(N)=O
→ -2	15	2.1	4	-10	-8	-15	-5	-3	-3
> CCNS(=O)(=O)c1ccc(CCC(=O)NCc2cccnc2)cc1
→ -2	-11	0.8	-2	·	-7	11	10	1	-1
> Cc1ccc(OCc2cc(C(=O)N3CCN(CC(=O)NC(C)C)CC3)no2)cn1
→ -6	9	·	-1	-4	-12	-9	0	2	-2
> CC1CCN(CCOCCOc2ccccc2-c2ccccc2)CC1
→ 4	1	·	4	14	-18	-1	0	5	19
> CSCc1ccc(C(=O)Nc2cc(C)cc(C)c2)cc1
→ -7	17	0.6	6	?	-11	-17	·	7	-3
> CSc1ccc(NC(=O)Nc2cccn(Cc3ccccc3)c2=O)cc1
→ 2	42	-1.0	10	2	-1	-42	1	-4	11
> N#CC(C#N)=C1CCc2ccccc2N1
→ 0	1	-0.8	6	·	5	-1	-6	1	-9
> Cc1nn(-c2ccccc2)c2sc(C(=O)NNC(=O)COc3cccc4ccccc34)cc12
→ 16	7	-1.1	-2	-7	-7	-7	·	1	-5
> COc1ccc(N(C)S(=O)(=O)c2c(C)[nH]c(=O)[nH]c2=O)c(OC)c1
→ 5	-3	2.2	-3	-10	-7	3	-2	3	5
> CC(=O)Nc1ccc(S(=O)(=O)N2CCSC2c2ccccc2)cc1 (configuration not stated)
→ -10	-7	-1.6	-5	-6	-10	7	·	-4	-1
> OC[C@@H]1[C@@H](c2ccc(F)cc2)C(c2ccccc2)=NN1c1ccccc1
→ -4	·	-2.3	-1	20	-44	·	-2	2	-7
> CCOCCCN(C(=O)CNC(=O)c1ccco1)C(C(=O)NC1CCCC1)c1ccccc1C (configuration not stated)
→ -4	-27	-1.2	-3	1	-1	27	-7	-2	-8
> COc1ccc(OC)c(NC(=O)CSc2ncccc2C(=O)O)c1
→ -4	-28	-1.5	-5	-15	-7	28	·	1	0
> COc1ccc(S(=O)(=O)CCC(=O)N2CCN(c3cccc(Cl)c3)CC2)cc1
→ -10	-16	0.1	5	-2	-8	16	-1	0	4
> Cc1cc(C)n(CC(C)NC(=O)CCc2nnc(CCc3ccccc3)o2)n1 (configuration not stated)
→ -4	·	1.9	0	3	-6	·	3	-1	5
> Nc1ncc(N=Nc2cc(C(=O)O)ccc2Cl)s1
→ -17	·	0.0	-2	5	-10	·	-2	-6	33
> CCOc1ccc(C2CC(c3ccc(F)cc3)Nc3nc(N)nn32)cc1 (configuration not stated)
→ -9	-31	2.3	0	-3	-10	31	2	-1	-10
> COC(=O)CN(C#N)c1nc(SC)nc(N(C)C)n1
→ -6	0	1.1	4	-1	-12	0	·	-7	-6
> COc1ccc(CN2CCNC(=O)C2CC(=O)N2CCCO2)c(OC)c1 (configuration not stated)
→ 7	-20	-3.9	-4	3	-18	20	0	-2	2
> Cc1ccc(S(=O)(=O)CCC(=O)OC2CC(C)OC2=O)cc1 (configuration not stated)
→ -6	-9	-0.4	-3	-2	-12	9	4	3	-8
> O=C(Nc1nonc1-c1ccc(Cl)cc1)c1ccccc1
→ -12	·	-2.9	1	1	-6	·	-2	-1	0
> COc1ccc(-c2noc(-c3ccccc3C(=O)NCc3ccco3)n2)cc1OC
→ -19	6	0.5	-4	8	7	-6	·	2	21
> O=C(COC(=O)COc1ccccc1)NCc1ccco1
→ 5	0	0.2	-4	5	-4	0	-3	5	3
> CSCc1ccc(C(=O)N2CCCC(Nc3ccc(F)cc3)C2)o1 (configuration not stated)
→ 1	11	1.8	-2	5	3	-11	-6	3	5
> Cc1cccc(Cn2c(N(C)CCO)nc3c2c(=O)[nH]c(=O)n3C)c1
→ 6	-35	2.2	0	-6	5	35	1	-4	10
> COc1ccc(NC(=O)CCN2CCN(S(=O)(=O)c3ccc(Br)cc3)CC2)cc1
→ -12	-5	-0.2	-3	-3	-7	5	-3	0	3
> COC(=O)c1nc(-n2nc(C)cc2C)ccc1Cl
→ -10	-21	1.7	-6	1	3	21	·	4	15
> CCN1CCN(C(=O)C2CCC(CNS(=O)(=O)c3ccc(NC(C)=O)cc3)CC2)CC1 (configuration not stated)
→ -1	-7	0.0	-5	0	-11	7	-2	3	4
> Cc1ccc(S(=O)(=O)N(C)C[C@H]2Oc3ccc(NC(=O)Nc4c(C)noc4C)cc3CC(=O)N([C@@H](C)CO)C[C@@H]2C)cc1
→ -3	3	-2.2	-7	2	-9	-6	-1	0	0
> CCCCNC(=O)c1ccccc1NC(=O)CCSc1ccccc1
→ -9	11	-0.9	-8	-7	3	-11	·	0	4
> CCOC(=O)CCn1c2nc(C)cc(C)c2c(=O)n1-c1ccccc1
→ 2	-18	0.1	3	-6	-8	18	0	2	11
> CN1C(C(=O)NCc2cccc(C(F)(F)F)c2)CC2Cn3c(nc4cc5ccccc5cc43)C21 (configuration not stated)
→ -12	22	0.3	3	-14	-11	-22	-4	3	1
> CCOc1ccc(NS(=O)(=O)c2ccc(C(=O)N3CCCCCC3)cc2)cc1
→ -8	7	-0.7	-7	-14	-6	-7	-3	8	13
> CCOc1ccc(NCc2cc3c(C(C)(C)C)nn(-c4ccccc4)c3[nH]c2=O)cc1
→ -3	27	0.4	-3	-19	11	-27	2	8	7
> Cc1ccc(CCNC(=O)CCSCc2ccc(Cl)cc2)cc1
→ 4	-26	0.7	2	-2	7	26	1	1	-3

Carrying on.
Sequence of screens: dFosB act	SR-BI HDL uptake	CDK5 p35 inh	cardiac RTF act	MITF act	PvdQ inh	SR-BI DiI-HDL act	Wnt bcat act	HTR5A ag ctr	Rtt109 HAT inh
> CC1CC(C)CN(C(=O)CSc2ncnc3sccc23)C1 (configuration not stated)
→ -14	2	2.0	-2	10	-8	-2	1	4	4
> CCSc1ncnc2sc(C)c(C)c12
→ -7	15	2.0	2	4	-11	-15	·	3	-5
> CCN1C(=O)S/C(=C/c2ccc(Sc3nc4ccccc4[nH]3)o2)C1=O
→ -4	7	0.6	2	-6	-4	-7	-6	0	-10
> CCOc1ccc(NC(=O)CC2C(=O)N(c3ccc(OC)c(Cl)c3)C(=S)N2C2CC2)cc1 (configuration not stated)
→ 28*	11	0.9	-2	-7	-22	-11	-3	4	1
> Cc1ccc(C)c(NC(=S)NCCc2ccc(F)cc2)c1
→ -5	52	-1.0	-9	-3	-2	-52	-7	-1	7
> O=C(O)CCCCCNS(=O)(=O)c1c(Cl)cccc1Cl
→ -3	-12	3.0	-5	·	-14	12	-1	0	-11
> COc1ccc(C(OCC(O)CNC(C)c2ccccc2)c2ccc(OC)cc2)cc1 (configuration not stated)
→ 9	·	0.8	0	3	9	·	-13	6	13
> CCN(c1ccccc1)S(=O)(=O)c1cc(NC(=O)CN2CCN(C)CC2)ccc1Cl
→ -12	-18	-0.3	2	13	7	18	-3	0	-6
> Cc1cc2cc(C(c3nnnn3Cc3ccco3)N3CCCCC3)c(=O)[nH]c2cc1C (configuration not stated)
→ -3	-3	-0.4	-3	-5	-7	3	·	4	2
